PglD inh = C. jejuni PglD acetyltransferase inhibitors, primary screen, biochemical, DTNB colorimetric, single point. UDP-N-acetylbacillosamine N-acetyltransferase PglD (Campylobacter jejuni). purified PglD enzyme, DTNB colorimetric CoA detection. inhibition, % at 12.5 µM. 0.098% of 360,000 active. AID 602405, 2012; in the data active = inhibition above about 16%, passing the limit was not always enough; note: strong numbers were not always called active
PGC1a acetyl inh = inhibitors of PGC1a acetylation signal, primary screen, cell-based, U2OS, AlphaScreen, inhibitor mode; AlphaScreen anti-acetyl-lysine; with virally co-expressed GCN5 acetyltransferase; inhibition, % at 15.6 µM; 0.17% of 350,000 active; AID 651687, 2012;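 active = every replicate shows inhibition of at least 40%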;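 note: 0% = neutral control wells and 100% = positive control wells; some results beyond the cut were filed as inactive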
CFTR F508del cor = F508del CFTR correction, initial screen, CFBE line, single point; AID 720511, 2013; activity (quench increase), % at 7.58 µM; CFBE cells, YFP halide quenching; stimulated with forskolin plus potentiator P3; % fluorescence drop versus neutral controls; 0.36% of 350,000 active;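 active = mean added fluorescence quench of at least 8% versus neutral control, with both replicates also reaching 8%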;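 note: cells transiently co-express mutant CFTR-F508del with the halide-sensitive YFP; corrector assay measuring rescue of mutant channel to the surface after 24 h compound exposure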
miR-122 sensor = miR-122 Renilla sensor signal increase in Huh7, primary screen, miR-122 inhibitor project, cell-based, single point, plate reader. activation (reporter increase), % at 12.5 µM. 0.3% of 340,000 active. AID 602342, 2012. Huh7 miR-122 Renilla luciferase sensor, 48 h; neutral wells = 0, positive control = 100;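 active = mean replicate activation score at least 90 and every replicate individually at or above 90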;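 note: higher luciferase means less miR-122 activity so hits act as miR-122 inhibitors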
Cneo AK release = Cryptococcus neoformans cell lysis inducers, primary screen, AK release luminescence, single concentration; C. neoformans lysis, adenylate kinase release luminescence, 4 h; normalised: neutral wells 0, clomiphene wells 100; 0.2% of 360,000 active; lysis activity, % at 15 µM; AID 651654, 2012;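 active = mean lysis activity across replicates of at least 80%, whatever share of replicates individually reach that level; inactive = mean lysis activity below 80%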
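Assay system: log-phase C. neoformans yeast / Quantity: yeast cell density of 5 × 10^6 cells/mL / Medium: fresh YPD growth medium / Compound: single dose / Timing: static 4 h at 37 °C with compound, 1 h detection / Measured by: adenylate kinase release luminescence / Read-out: lysis from increased AK signal / Benchmarks: Clomiphene as positive lysis control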
GSIS activator = GLuc luminescence reporter in INS-1E cells, primary screen for activators of glucose-dependent secretion of insulin; 0.61% of 370,000 active; AID 743287, 2014; activation, % at 16.6 µM; INS-1E GLuc reporter insulin secretion, 2-3 h;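 active = lowest replicate activation of at least 40%, so every replicate reaches that level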;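 note: 0% = median of neutral control wells and 100% = median of IBMX positive control wells; some compounds called inactive have numbers as strong as hits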
FN deposition inh = inhibitors of fibronectin matrix deposition, primary screen, AH1F cells, Alexa488-fibronectin fluorescence, plate reader; AH1F fibroblasts, overnight; inhibition, % at 12.6 µM; 0.086% of 350,000 active; AID 743247, 2014;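 active = mean inhibition across replicates of 30% or more, regardless of how many single replicates reach that level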;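 note: positive control wells lacked labelled fibronectin entirely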
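Assay system: AH1F fibroblast monolayer, labelled fibronectin deposition. Amount: 10000 cells per well. Also added: labelled fibronectin 24 nM. Compound: single-point pinned compound. Incubation: cell attachment 1 h, compound and FN exposure overnight. Detection: fluorescence after three HBSS washes, excitation 485 nm, emission 525 nm. Read-out: inhibition of fibronectin deposition signal.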
Statin myotox sup = suppressors of statin myotoxicity in C2C12 myotubes, primary screen, cell-based, single point, plate reader. C2C12 myotubes + simvastatin, ATP luminescence, 48 h; scaled: DMSO 0, geranylgeraniol control 100. rescue of ATP level, % at 7.49 µM. 0.78% of 330,000 active;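 active = mean ATP rescue above about 67%, or every replicate alone reaching that limit, limit read from the data, passing the limit was not always enough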;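 note: myotubes were challenged with 10 µM simvastatin during compound exposure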
* = called active by the depositor; / = not tested or not shown; & = joins results of further samples; [ ] = dose if it differs, or a comment.

Preview:
compound,PglD inh,PGC1a acetyl inh,CFTR F508del cor,miR-122 sensor,Cneo AK release,GSIS activator,FN deposition inh,Statin myotox sup
COc1ccc(CCNC(=O)CN2c3cccc4cccc(c34)S2(=O)=O)cc1OC,-1,/,-0.3,/,-1,98*,7,-3
COc1cccc(CNC(=O)C2CCCN(c3ncnc4c3nc3n4CCCCC3)C2)c1 (stereo unspecified),-5,-12,-0.2,3,0,-2,10,-3

Main list, repeating the preview:
compound,PglD inh,PGC1a acetyl inh,CFTR F508del cor,miR-122 sensor,Cneo AK release,GSIS activator,FN deposition inh,Statin myotox sup
COc1ccc(CCNC(=O)CN2c3cccc4cccc(c34)S2(=O)=O)cc1OC,-1,/,-0.3,/,-1,98*,7,-3
COc1cccc(CNC(=O)C2CCCN(c3ncnc4c3nc3n4CCCCC3)C2)c1 (stereo unspecified),-5,-12,-0.2,3,0,-2,10,-3
Cn1c(=O)oc2cc(S(=O)(=O)NCCC(=O)N3CCc4ccccc43)ccc21,-1,16,/,1,-3,13,/,27
C[C@@H]1CN([C@H](C)CO)C(=O)c2cc(NS(=O)(=O)c3ccc(F)cc3)ccc2O[C@@H]1CN(C)Cc1ccncc1,-6,-1,0.3,20[16.7 µM],1,3,/,0
CCOc1cc(/C=N/NC(=O)c2cccs2)ccc1OC(=O)N1CCOCC1,/,6,/,6,/,0,4,-19
CCn1c2c(c3cc(OCC(C)C)ccc31)CCCC2=O,3,-2,0.8,1,-3,-28,/,-9
COc1ccc(S(=O)(=O)NC(C)C(=O)NCc2ccco2)cc1OC (stereo unspecified),1,/,-0.6,2,-2,0,1,-1
COc1ccccc1-c1ccc2c(c1)O[C@H](CN(C)Cc1ccc3c(c1)OCO3)[C@@H](C)CN([C@H](C)CO)S2(=O)=O,3,-43,-4.4,29[16.7 µM],4,-22,/,-64
CCC(=O)Nn1c(C)nnc1C,-5,7,/,-1,1,3,/,-3
O=C(CCCCCN1C(=O)c2cccc3cccc(c23)C1=O)NC1CCS(=O)(=O)C1 (stereo unspecified),/,-2,0.1,0,/,9,11,0

Other entries
compound,PglD inh,PGC1a acetyl inh,CFTR F508del cor,miR-122 sensor,Cneo AK release,GSIS activator,FN deposition inh,Statin myotox sup
O=C(Nc1ccccc1)Oc1ccc[nH]c1=O,0,10,0.2,1,-1,14,-1,37
O=C(Nc1ccc2nc3n(c(=O)c2c1)CCCC3)c1ccccc1F,-3,2,2.8,-9,-1,10,-1,-7
Cc1nc2c(sc(=S)n2Cc2ccco2)c(=O)n1CC(=O)Nc1ccccc1Cl,4,7,1.1,2,2,0,7,-47
CSc1ccc(C2=CC(=O)C[C@H](c3ccc(F)cc3)C2)cc1,5,/,-1.0,-9,0,6,-2,4
Cc1cc(C)cc(NC(=O)CSc2nnc(CNC(=O)c3cccs3)o2)c1,4,1,/,2,0,/,-14,1
Cc1ccc(S(=O)(=O)N2CCOc3ccccc32)c(C)c1NS(C)(=O)=O,-1,-2,-1.6,-10,0,4,0,28
O=C(Nc1cccc(C(F)(F)F)c1)c1cccnc1N1CCN(CCO)CC1,1,8,/,3,5,/,/,8
O=S(=O)(c1cccs1)N1CCCc2ccccc21,4,-16,/,/,0,31,13,/
C[C@@H]1CCCCO[C@@H](CN(C)C(=O)C2CCCCC2)[C@@H](C)CN([C@@H](C)CO)C(=O)c2cc(NS(=O)(=O)c3cn(C)cn3)ccc2O1,2,10,-1.6,12[16.7 µM],-2,58,/,/
CC1Cc2c([nH]c3ccccc23)C(=O)N1 (stereo unspecified),-11,-5,-0.5,-1,4,23,3,21

Next part:
compound,PglD inh,PGC1a acetyl inh,CFTR F508del cor,miR-122 sensor,Cneo AK release,GSIS activator,FN deposition inh,Statin myotox sup
Cc1cccc(C)c1NC(=O)CNC(=O)C(C)NC(C)c1ccccc1Br (stereo unspecified),-2,-7,2.7,/,-3,/,0,1
CCN(CC)c1ccc(NC(=O)CSc2nc3nc(C)cc(C)c3c(=O)[nH]2)cc1,2,-7,-1.9,-7,2,42*,-3,-1
CNC[C@@H]1Oc2cc(C#Cc3ccc(F)cc3)ccc2S(=O)(=O)N([C@H](C)CO)C[C@H]1C,1,-5,-1.4,-6[16.7 µM],4,-21,/,19
O=C(c1ccc(Cl)cc1[N+](=O)[O-])N1CCOCC1,-1,-1,1.9,-3,3,9,-6,-1
CC(C)(C)[C@H]1C=C(C(N)=O)O[C@@H](OCc2ccc(CO)cc2)C1,3&-6,6&-1,-3.0&2.4,-1,-2&-2,6,8,-7
CCCN(CCC)CCCNC(=O)c1ccc(CS(=O)(=O)c2c(Cl)cccc2Cl)o1,-1,15,3.4,-6,-2,/,-1,4
NC(=O)C1CCN(c2ncc(C(F)(F)F)cc2Cl)CC1,/,0,-1.2,/,/,10,-7,/
CN(Cc1ccccc1)/C(=N/O)c1cccc(Cl)c1,2,6,4.1,7,-2,-18,-12,7
CC(=O)c1cccc(NC(=O)/C=C/c2ccc(S(=O)(=O)N3CCOCC3)cc2)c1,0,-1,-1.9,8,-1,5,-7,0
O=C(Nc1ccccc1)Nc1ccncc1,0,/,-1.1,2,-2,-1,-11,0

New compounds follow:
compound,PglD inh,PGC1a acetyl inh,CFTR F508del cor,miR-122 sensor,Cneo AK release,GSIS activator,FN deposition inh,Statin myotox sup
CCCNC(=O)[C@H]1[C@H](CO)[C@H]2Cn3c(ccc(-c4ccccc4F)c3=O)[C@@H]1N2C(C)=O,-2,/,/,/,-4,3,/,-1
CCCN1C2=NCCN2c2cc(C)c(C)cc21,-2,-1,/,-5,0,27,/,-4
COc1cccc2cc(C(=O)N(C)C3CCN(C)CC3)c(=O)oc12,-4,-2,/,-8,-1,/,/,/
CC1(C)CC(=O)c2sc(NC(=O)Cc3cccs3)nc2C1,/,-6,/,-6,/,/,1,-5
C=CCN(C(=O)c1csnn1)C(C(=O)NC1CCCC1)c1ccccc1F (stereo unspecified),-2,/,-1.0,/,-1,-3,4,-1
COc1ccc(CN(CCC(c2ccccc2)c2ccc(OC(C)C)cc2)C(=O)CCl)cc1OC (stereo unspecified),-2,/,/,/,-7,-25,-9,/
CCOc1ccc(OCCC(=O)OCC(=O)Nc2cccc(S(=O)(=O)N3CCCCC3)c2)cc1,0,-9,-0.7,7,-2,-15,-8,6
COc1cccc(C2C([N+](=O)[O-])=C(N)Oc3cc(C)oc(=O)c32)c1 (stereo unspecified),-1,11,1.8,/,5,5,3,/
Nc1nc(Cl)nc2c1ncn2C1CCC(CO)O1 (stereo unspecified),1,-3,2.2,-6,1,/,5,-1
Cc1cn([C@H]2C[C@H](O)[C@@H](CNC(=O)[C@@H]3CCCN3Cc3ccccc3)O2)c(=O)[nH]c1=O,4,-10,1.3,0,1,3,7,7

Additional structures follow.
compound,PglD inh,PGC1a acetyl inh,CFTR F508del cor,miR-122 sensor,Cneo AK release,GSIS activator,FN deposition inh,Statin myotox sup
CCCC(=O)Nc1ccc2c(c1)C(=O)N(C)C[C@H](OC)[C@@H](C)CN(Cc1ccccn1)[C@H](C)CO2,-1,-1,2.7,/,-3,13,-4,-7
N=C(N)c1ccc(N=Nc2c(O)ccc3c2[nH]c2ccccc23)cc1,/,-5,-1.3,1,/,47*,3,/
CC(C)COC(=O)N1CCCCC1c1cc(C(=O)NCc2ccccc2)no1 (stereo unspecified),6,/,-1.9,0,-1,-32,-1,-5
C[C@@H]1CN([C@@H](C)CO)C(=O)Cc2cc(NS(=O)(=O)c3ccc(Cl)cc3)ccc2O[C@@H]1CN(C)S(=O)(=O)c1ccc(Cl)cc1,4,2,2.1,10[16.7 µM],2,-12,/,-37
CC1CCCCN1S(=O)(=O)c1ccc(S(=O)(=O)N(Cc2ccccc2)Cc2ccco2)cc1 (stereo unspecified),-2,-21,/,-3,0,-4,/,3
C[C@@H]1CN([C@H](C)CO)C(=O)c2cc(C#Cc3cccc(F)c3)cnc2O[C@@H]1CN(C)C(=O)C1CCC1,4,3,3.5,0[16.7 µM],0,-1,/,3
C[C@@H]1CN([C@H](C)CO)C(=O)c2cc(-c3cccnc3)cnc2O[C@@H]1CN(C)C(=O)NC1CCCC1,3,7,-1.3,1[16.7 µM],-2,15,-9,-7
COc1ccc(C(=O)NCCC(=O)N2CCC3(CC2)NCCc2[nH]cnc23)cc1,-5,3,-3.5,-3,4,-4,-5,9
CCOC(=O)C1=C(C)N(C)C(=O)NC1c1cccc2ccccc12 (stereo unspecified),5,/,-2.5,/,0,-7,-3,14
COC(=O)C[C@H]1CC[C@@H]2[C@@H](COc3ccc(NC(=O)Nc4cccc(C#N)c4)cc3C(=O)N2C)O1,1,18,0.2,-7[16.7 µM],-3,-10,-5,-16

The results go on.
compound,PglD inh,PGC1a acetyl inh,CFTR F508del cor,miR-122 sensor,Cneo AK release,GSIS activator,FN deposition inh,Statin myotox sup
CCC(Cc1ccccc1)NC(=O)C1CC1 (stereo unspecified),-3,8,1.2,-4,0,11,9,4
Cc1ccc(S(=O)(=O)NC(C)C(=O)NC(C)c2cccs2)cc1 (stereo unspecified),/,/,1.1,-4,/,10,3,8
COc1cc(C)c(CNC2CCCCC2)cc1C,1,-1,/,1,1,/,3,-16
CSc1nnnn1-c1cccc(O)c1,-1,-2,/,4,-2,/,6,12
CO[C@H]1CN(C)C(=O)c2ccc(NS(C)(=O)=O)cc2OC[C@H](C)N(C(=O)c2ccc3c(c2)OCO3)C[C@@H]1C,-2,-3,-1.8,5[16.7 µM],-1,4,-5,-1
CCOC(=O)C1CCN(C(=O)c2ccc(N(C)S(C)(=O)=O)cc2)CC1,-1,5,/,0,0,/,/,-6
CC(=O)N1CCN(C(=O)Cn2c(=O)oc3ccccc32)CC1,3,-12,/,-5,-1,/,/,-9
C=C1C(=O)OC2C=C(CO)CCC=C(CO)CC(OC(=O)C(C)C)C12 (stereo unspecified),/,-30,2.1,-10,/,/,-6,/
Cc1ccc(S(=O)(=O)N(C)C[C@H]2Oc3ccc(NC(=O)NC(C)C)cc3C(=O)N([C@@H](C)CO)C[C@@H]2C)cc1,/,-1,4.5,2[16.7 µM],/,-8,1,-1
CCCCOc1ccc(Cc2c(COCC)[nH]c(=S)[nH]c2=O)cc1,3,5,1.4,-4,1,-2,11,-4
CN(CC(=O)Nc1ccc(N2CCOCC2)cc1)C(=O)CCNC(=O)c1ccccc1Cl,-1,-2,-0.9,2,2,4,-7,-10

Screens (PubChem)
